Compound activity as filed in PubChem.
All columns: NCI-60 one-dose screen, growth in % after 48 h at 10 µM unless noted; 100 = growth as untreated, 0 = no growth, -100 = all killed.
ACHN = ACHN renal cancer. 4.9% of 81,000 active. AID 1794771
CAKI-1 = CAKI-1 renal cancer; 4.7% of 75,000 active; AID 1794772
TK-10 = TK-10 renal cancer cells; 3.9% of 81,000 active
RXF 393 = RXF 393 renal cancer cells; AID 1794773; 6.9% of 77,000 active
UO-31 = UO-31 renal cancer; 5.2% of 81,000 active
NCI-H460 = NCI-H460 lung cancer; AID 1794736; 6.8% of 82,000 active
786-0 = 786-0 renal cancer cells; 5.1% of 81,000 active; AID 1794775
NCI-H322M = NCI-H322M lung cancer | 2.7% of 80,000 active
NCI-H522 = NCI-H522 lung cancer. 8% of 78,000 active
* marks the source's active call; other numbers are inactive results; . = not tested or not shown; & = joins results of further samples; ! = repeats disagree. How the source made its calls: active means growth percent below 10; inactive means the rest.

SMILES | ACHN | CAKI-1 | TK-10 | RXF 393 | UO-31 | NCI-H460 | 786-0 | NCI-H322M | NCI-H522
Cc1cc(=O)oc2cc(OCCCCOc3ccc(/C=C/C(=O)Nc4ccccc4[N+](=O)[O-])cc3)ccc12 | 108 | 100 | 104 | . | 91 | 119 | 111 | 100 | 105
COc1cccc(OC(C)(C)Cc2ccccc2)c1 | . | 96 | 113 | 93 | 89 | 101 | 97 | 105 | 110
CC1SC(c2ccc(Br)cc2)N(NC(=O)C(O)(c2ccccc2)c2ccccc2)C1=O (stereo not drawn) | 92 | 103 | 99 | . | . | 88 | 95 | 95 | 70
NC(=O)C(=O)c1ccccc1NC=O | 95 | 75 | 107 | 110 | 61 | 103 | 110 | 95 | 89
Cc1cc(C)c2c(c1)CC(C)(C)CC2=O | 103&107 | 91 | 105&84 | 114&118 | 88&89 | 110&113 | 120&95 | 117&96 | 94&83
O=C(Nc1cc(C(F)(F)F)cc(C(F)(F)F)c1)Nc1cc(Cl)ccc1-c1nn[nH]n1 | 94 | 81 | 124 | 107 | 83 | 101 | 98 | 97 | 87
COc1cccc2nc3n(c12)C(c1c(F)cccc1F)SC3 (stereo not drawn) | 93 | 106 | 115 | 105 | 78 | 99 | 101 | 102 | 80
CCN(CC)CC(O)CNCC(C)C (stereo not drawn) | 110 | 100 | 105 | 110 | 82 | 119 | 105 | 136 | 113
Cc1ccc(NC(=O)/C=C\C(=O)O)c(C)c1 | 114 | 116 | 112 | 115 | 94 | 114 | 117 | 116 | 99
C(=N\Nc1ncc(-c2cc3cc4c(cc3o2)OCO4)s1)/c1cccnc1 | 95 | 96 | 119 | 109 | 96 | 91 | 99 | 97 | 71
CO[C@]12C[C@@H](COC(=O)c3cncc(Br)c3)CN(C)[C@@H]1Cc1cn(C)c3cccc2c13 | . | 90 | 114 | 110 | 74 | 105 | 99 | 102 | 100
COc1ccc(CSc2nnc(-c3ccc4c(c3)nc(-c3ccccc3)n4C3CCCCC3)o2)cc1 | 79 | . | 97 | 96 | 70 | 57 | 80 | 62 | 53
O=C(O)Cn1cnc2c(=S)nc[nH]c21 | 110 | . | 109 | . | 107 | 113 | 104 | 102 | 99
Cc1noc(C)c1CSc1nc2ccccc2n1-c1ccccc1 | 96 | 42 | 59 | 60 | 49 | 107 | 83 | 104 | .
N#Cc1c(-c2ccc(F)cc2)cc(-c2ccncc2)[nH]c1=O | 101 | 90 | 116 | 107 | 93 | 105 | 99 | 105 | 97

Overlap with the part before: 3 entries; new compounds follow.
SMILES | ACHN | CAKI-1 | TK-10 | RXF 393 | UO-31 | NCI-H460 | 786-0 | NCI-H322M | NCI-H522
O=C(O)Cn1cnc2c(=S)nc[nH]c21 | 110 | . | 109 | . | 107 | 113 | 104 | 102 | 99
Cc1noc(C)c1CSc1nc2ccccc2n1-c1ccccc1 | 96 | 42 | 59 | 60 | 49 | 107 | 83 | 104 | .
N#Cc1c(-c2ccc(F)cc2)cc(-c2ccncc2)[nH]c1=O | 101 | 90 | 116 | 107 | 93 | 105 | 99 | 105 | 97
COc1ccc2[nH]c(C(=O)N3CCN(C(=O)OCc4ccc5c(Br)cc(Br)c(O)c5n4)CC3)cc2c1 | -100* | -96* | -99* | -88* | -100* | -60* | -93* | -87* | -78*
Cc1nc(Cl)sc1[C@H](O)COS(N)(=O)=O | 105 | 93 | 102 | 117 | 89 | 98 | 98 | 100 | 93
CC(C)c1cc(C(C)C)c(C(=O)c2ccc([N+](=O)[O-])cc2)c(C(C)C)c1 | 84 | 66 | 104 | 73 | 70 | . | 79 | 95 | 94
C/C=C/C/C=C/[C@H](C)C[C@H](O)[C@@H]1C[C@@H]2O[C@H]2/C=C/[C@H](O)[C@@H](O)/C=C/C[C@H](C)CC(=O)O1 | 77 | . | 43 | 117 | 57 | 63 | 83 | 89 | .
Cc1nn(-c2ccccc2)c2nc(CNc3ccc(NCc4c(-c5ccccc5)no[n+]4[O-])cc3)[nH]c(=O)c12 | 89 | 67 | 137 | 108 | 72 | 90 | 98 | 89 | 81
CC(C)C(C)(NS(=O)(=O)c1ccccc1)C(=O)O (stereo not drawn) | 106 | 98 | 93 | 114 | 103 | 108 | 90 | 104 | 89
COc1ccc(/C=C(\C#N)n2nc3ccc(C(=O)Nc4ccc(SC)cc4)cc3n2)cc1 | 84 | 78 | 101 | 59 | 94 | 89 | 59 | 96 | 73
Cc1ccc(-c2csc(N/N=C/c3cccs3)n2)cc1 | 90 | 87 | 151 | 115 | 75 | 99 | 98 | 97 | 73
COc1ccc(CCNC(=O)C(=O)[C@H](Cc2ccccc2)NC(=O)c2oc3cc(OC)c(O)cc3c(=O)c2C)cc1 | 93 | 76 | 96 | 114 | 78 | 108 | 80 | 97 | 82
OC1CCN(Cc2ccccc2)CC1 | 102 | 79 | 110 | 107 | 97 | 115 | 98 | 99 | 89
Cc1nc2ccc(N)nc2nc1C | 100 | 92 | 112 | 113 | 91 | 119 | 111 | 119 | 115
O=C(O)Cc1cc(=O)[nH]n(-c2ccccc2)c1=O | 105 | 84 | 102 | 109 | 101 | 109 | 108 | 109 | 95
CCCC1=C(C(=O)OCC)C(c2cccc(C#N)c2)C(C(=O)OC)=C(C)N1 (stereo not drawn) | 100 | 82 | 112 | 101 | 86 | 110 | 99 | 94 | 97
COc1ccc(Oc2c(I)cc(CC(NC(C)=O)C(=O)O)cc2I)cc1 (stereo not drawn) | 98 | 57 | 113 | 89 | 72 | 104 | 72 | 102 | 103
Cc1ccc(Cn2c(C)cc(C)c(C#N)c2=O)cc1 | 106 | 99 | 118 | 124 | 85 | 102 | 97 | 98 | 96

Only ACHN, NCI-H522 and NCI-H322M, for some of the entries so far:
| molecule | ACHN | NCI-H522 | NCI-H322M |
| --- | --- | --- | --- |
| COc1ccc(/C=C(\C#N)n2nc3ccc(C(=O)Nc4ccc(SC)cc4)cc3n2)cc1 | 84 | 73 | 96 |
| Cc1ccc(-c2csc(N/N=C/c3cccs3)n2)cc1 | 90 | 73 | 97 |
| COc1ccc(CCNC(=O)C(=O)[C@H](Cc2ccccc2)NC(=O)c2oc3cc(OC)c(O)cc3c(=O)c2C)cc1 | 93 | 82 | 97 |

(more compounds)
SMILES | ACHN | CAKI-1 | TK-10 | RXF 393 | UO-31 | NCI-H460 | 786-0 | NCI-H322M | NCI-H522
O=S(=O)(Cl)c1cc(Cl)c(Cl)cc1Cl | 96 | 93 | 118 | 111 | 79 | 112 | 113 | 107 | 95
Nc1ncnc2c1ncn2C1CC(O)C(CO)O1 (stereo not drawn) | 120&110 | 100&103 | 109&113 | 109 | 89&89 | 124&102 | 105&101 | 112&155 | 100&142
COCCOCn1c(NN)c(C#N)c2c(N)ncnc21 | 113 | 112 | 142 | 178 | 117 | 103 | 104 | 110 | 132
O=c1/c(=C/Nc2cccc(O)c2)sc2ncnn12 | 102 | 96 | 99 | 111 | 90 | 108 | 82 | 101 | 69
Cc1nc2ccc(Br)cn2c1-c1nnc(SCc2cccc3ccccc23)o1 | 96 | 89 | 131 | 104 | 84 | 109 | 90 | 97 | 93
CCc1nn2c(C)cc(C)nc2c1Cc1ccc(/C=C/CN2CCN(CCOCCOCCN3CCN(C/C=C/c4ccc(Cc5c(CC)nn6c(C)cc(C)nc56)cc4)CC3)CC2)cc1 | 1.5* | -16* | 103 | . | -96* | -64* | -79* | 7.2* | -48*
C=CCn1c2ccccc2c2c(C)c3ccncc3c(C)c21 | 72 | 85 | 116 | 68 | 44 | 85 | 100 | 95 | 85
Cc1nc2cc(C)c(C)cc2o1 | 107 | 96 | 105 | 107 | 94 | 112 | 114 | 100 | 115
CCCCOc1ccccc1/C=C1/SC(N2CCC(C)CC2)=NC1=O | 92 | 81 | 109 | 102 | 71 | 91 | . | 91 | 75
Cc1c(CC(=O)N(C)CCO)cc(-c2ccc(Cl)cc2)n1-c1ccccc1 | 99 | 89 | 117 | 100 | 80 | 104 | 103 | 107 | 92
CC1=C[C@H]2c3c(c(O)c(O)c4oc5cc(O)cc(O)c5c(=O)c34)[C@H](c3cc(O)c(O)c4oc5cc(O)cc(O)c5c(=O)c34)[C@H]2C(C)(C)C1 | -7.1*! | -2.8* | -5.8*! | -4.1* | -75* | -58* | -42* | -11*! | -53*
C/C1=C\[C@H](C)CC[C@H](C(Cl)(Cl)Cl)OC(=O)C[C@@H]([C@@H]2C[C@H]2Cl)OC(=O)/C=C/[C@@H]2[C@@H]1CC=C1C(=O)NC[C@@]12C | 89 | 81 | 98 | . | 80 | 94 | 83 | 104 | 68
CN(C)Cc1ccc(NC(=O)c2cncc(C#Cc3cnc(N)c4ncccc34)c2)cc1C(F)(F)F | -82* | 83 | 110 | -49* | -82* | 13 | -73* | 97 | 95
CCCCCCCCCC(C)NC(=O)CCl (stereo not drawn) | 93 | 93 | . | 101 | 84 | 107 | 93 | 97 | .
O=C(NCCNc1cc(-c2cn(-c3ccccc3)nc2-c2cccc(O)c2)ccn1)Nc1ccc(Cl)c(C(F)(F)F)c1 | 44 | 46 | 98 | 15 | 42 | 58 | 65 | 68 | 73

Reformatted with two lines to a compound: part of the list above.
Values in the order: ACHN	CAKI-1	TK-10	RXF 393	UO-31	NCI-H460	786-0	NCI-H322M	NCI-H522
- Cc1nc2ccc(N)nc2nc1C
→ 100	92	112	113	91	119	111	119	115
- Cc1ccc(-c2csc(N/N=C/c3cccs3)n2)cc1
→ 90	87	151	115	75	99	98	97	73

(continued)
SMILES | ACHN | CAKI-1 | TK-10 | RXF 393 | UO-31 | NCI-H460 | 786-0 | NCI-H322M | NCI-H522
CC1(C)CC[C@]23CC[C@]4(C)[C@H](CC[C@@H]5[C@@]6(C)C/C(=C/c7cccnc7)C(=O)C(C)(C)[C@@H]6CC[C@]54C)[C@H]2[C@H]1OC3 | 93 | 65 | 98 | 108 | 65 | 85 | 91 | 101 | 83
CCC(O)C(C)(C)N (stereo not drawn) | 101 | 98 | 95 | 110 | 86 | 106 | 101 | 89 | .
COc1cc(C2=Nc3c/c(=C\c4c(O)[nH]c5ccccc45)ccc3=N2)cc(OC)c1OC | 64 | 76 | 113 | 75 | 62 | 85 | 68 | 88 | 44
NNC(=O)c1cc(-c2ccc(Br)cc2)n(-c2ccc(S(N)(=O)=O)cc2)n1 | 100 | 85 | 129 | 98 | 86 | 95 | 100 | 97 | 82
Nc1nc(N)sc(=S)n1 | 97 | . | 110 | 97 | 87 | 119 | 94 | 113 | 86
COc1ccc(C2CC(c3ccccc3)=NN2/C=C2\SC(=S)N(NC(=O)Cc3ccccc3Nc3c(Cl)cccc3Cl)C2=O)cc1 (stereo not drawn) | 99 | 95 | 97 | 105 | 79 | 104 | 93 | 100 | 81
O=c1ccc2nc3ccccc3sc-2c1 | 64 | 65 | 134 | 98 | 62 | 101 | 93 | 91 | .
CCC1(C)C=C2CCC3C(C)(C(=O)O)CCCC3(C)C2CC1 (stereo not drawn) | 110 | 106 | 112 | 102 | 99 | 105 | 100 | 113 | 111
CS(=O)(=O)Oc1ccc(C(=O)CC2(O)C(=O)Nc3ccccc32)cc1 (stereo not drawn) | 96 | 87 | 120 | 117 | 71 | 106 | 107 | 103 | 101
C=C(C)[C@@H]1CC[C@]2(C(=O)N3CCNCC3)CC[C@]3(C)[C@H](CC[C@@H]4[C@@]5(C)C/C(=C/c6ccncc6)C(=O)C(C)(C)[C@@H]5CC[C@]43C)[C@@H]12 | 103 | 96 | 102 | 117 | 90 | 107 | 108 | 110 | 97
Cn1cnc2c(N(CCO)CCO)ncnc21 | . | . | 90 | 109 | 87 | 103 | 101 | 100 | 90
CCCCn1c(=O)c(/C=C/C(=O)/C=C/c2ccc(OC)cc2)cc2cc(Cl)ccc21 | 103 | . | 112 | 84 | 63 | 21 | 28 | 73 | 56
O=C(O)c1ccc2c(c1Nc1ccccc1)C(=O)c1ccccc1C2=O | 87 | 43 | 121 | 97 | 84 | 99 | 102 | 92 | 100
NC(=S)NCCN1CCOCC1 | 103 | 91 | 117 | 111 | . | 117 | 106 | 111 | 113
Nc1nc(N)c2[nH]c(=O)[nH]c2n1 | 103 | 94 | 98 | 114 | 88 | 106 | 95 | 106 | 88
CCOC(=O)CC1CSC(Nc2ccc(C)cc2)=N1 (stereo not drawn) | 104 | 95 | 85 | 118 | 99 | 115 | 100 | 104 | 102
COc1ccc(N2CC3(CC3(Cl)Cl)C2=O)cc1 (stereo not drawn) | 105 | 96 | 93 | 119 | 100 | 106 | 90 | 109 | 83
COc1ccc(NC(=O)Cn2c(=O)c3ccccc3c(=O)n2-c2ccccc2)cc1 | 89 | 90 | 91 | 96 | 66 | 96 | 100 | 109 | 64
N/C=N/O | 107 | 94 | 107 | 108 | 91 | 112 | 106 | 111 | 89
COc1ccc(CCNC(=O)Cc2cc3c(cc2[N+](=O)[O-])OCO3)cc1OC | 100 | 91 | 103 | 104 | 79 | 102 | 101 | 104 | 92
COc1cc2c(c(OC)c1OC)C(=O)CC(c1cccc(NC(=O)c3ccccc3)c1)O2 (stereo not drawn) | 96 | 101 | 103 | 104 | 77 | 98 | 97 | 96 | 78
COC12C=CC34c5ccccc5C(=O)N3c3ccccc3C(O1)C4C2 (stereo not drawn) | 100 | . | 108 | 112 | 79 | 107 | 108 | 99 | 94
O=C(OCCOCCN1CCCCC1)N1c2ccccc2Sc2cccnc21 | 97 | 95 | 128 | 99 | 83 | 112 | 104 | 106 | 108
COc1ccc(-c2nnc(CNc3ccccn3)o2)cc1OC | 94 | 92 | 120 | 113 | 81 | 96 | 107 | 102 | 92
CC1=C(C)C(=O)C(Nc2ccc(C(=O)OC(C)(C)C)cc2)=C(Br)C1=O | 100 | 98 | 117 | 117 | 80 | 105 | 96 | 98 | 91
Cc1cc(Br)ccc1N | 107 | 108 | 114 | 117 | 82 | 112 | 98 | 118 | 100
CSc1ncc(Br)c(Nc2ccccc2C)n1 | 107 | . | 91 | 111 | 91 | 111 | 94 | 100 | 89
